High-throughput results from PubChem BioAssay.
FUS suppressor = suppressors of FUS proteinopathy in yeast | S. cerevisiae FUS-expressing, growth rescue, OD600, 24 h | Potency, µM (titrated, usually from 76.6 µM), for the others: at the top dose growth rescue (activation), most hits filed as activators | 390,000 tested, 0.24% active | AID 1347120;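 further: potency means the concentration at half of the fitted maximal effect; plate controls were DMSO vehicle for no effect and reference control for full effect; nearly all actives have a fitted effect of over 55% in size; some results filed as inactive show a strong effect at the top dose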
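Galactose (2%) drives FUS expression in yeast precultured in raffinose; seeding density OD 0.005. Test compounds incubated 24hr at 30C and 99% humidity before absorbance at 600 nm was measured.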
aSyn yeast inh = rescues yeast growth from alpha-synuclein toxicity | Yeast expressing alpha-synuclein, growth rescue, BacTiter-Glo, 24 h | Potency, µM (highest dose often 46.1 µM), without a hit: at the highest dose growth rescue (activation), hits mostly activators | 370,000 tested, 0.14% active; further: potency means the concentration at half of the fitted maximal effect; % of control where 0% means no effect; nearly all actives have a fitted effect of over 65% in size
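Screening used galactose-induced yeast with toxic alpha-synuclein levels, exposed to compound for 24 hr at 30 deg C. Cell growth, read with BacTiter-Glo luminescence, gave the measured signal.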
GLP1R inv ag = acts as inverse agonist at human GLP-1 receptor | P43220 | HEK293 GLP-1R CRE-luciferase, luminescence, 24 h; GLP-1R form is constitutively active | Potency, µM (doses to about 38.3 µM), for the others: top-dose activity change, negative = inhibition, actives largely listed as inhibitors | 410,000 tested, 1.6% active; further: potency means the concentration at half of the fitted maximal effect; on the % scale 0 is the no-effect control and ±100 the full control effect; nearly all actives have a fitted effect of over 55% in size
Target sequence (P43220 whole entry, looked up): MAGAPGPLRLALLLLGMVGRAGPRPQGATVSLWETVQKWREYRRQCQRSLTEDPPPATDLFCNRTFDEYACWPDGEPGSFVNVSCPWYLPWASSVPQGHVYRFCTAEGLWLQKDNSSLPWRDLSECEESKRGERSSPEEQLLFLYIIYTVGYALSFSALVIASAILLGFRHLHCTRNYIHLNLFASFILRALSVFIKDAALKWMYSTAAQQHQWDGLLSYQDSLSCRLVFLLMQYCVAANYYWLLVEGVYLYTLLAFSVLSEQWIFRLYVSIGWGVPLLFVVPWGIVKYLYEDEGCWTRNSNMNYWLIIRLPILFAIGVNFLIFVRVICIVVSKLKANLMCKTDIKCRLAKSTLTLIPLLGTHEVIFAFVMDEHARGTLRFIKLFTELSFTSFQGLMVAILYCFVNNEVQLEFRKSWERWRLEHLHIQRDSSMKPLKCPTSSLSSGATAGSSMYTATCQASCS
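HEK293 cells stably co-expressing a cAMP-responsive luciferase reporter and constitutively active GLP-1R were seeded, incubated 12 h, then exposed to compounds for 24 h at 37 C. Luminescence was read 12 min after detection reagent; inverse agonists lower signal.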
Abeta rescue = A-beta toxicity reversal in yeast; 410,000 tested, 0.063% active; Potency, µM (highest dose often 46.1 µM), inactives show at the highest dose growth rescue, actives largely listed as activators; yeast expressing A-beta42, growth rescue, OD600, 48 h; response scale: 0% DMSO, 100% iron-clioquinol control; further: potency means the concentration at half of the fitted maximal effect; nearly all actives have a fitted effect of over 55% in size
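Yeast growth medium received pinned compounds, then yeast cells expressing toxic A-beta were added; plates incubated at 30 C for 48 hr. Growth read as absorbance at 600 nm, normalized to DMSO and equimolar FeCl3 plus clioquinol controls.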
MmCpn inh = blocks the Methanococcus maripaludis chaperonin Mm-Cpn | Potency, µM (series often up to 76.9 µM), for inactives: top-dose activity, negative = inhibition, hits mostly inhibitors | purified Mm-Cpn ATPase, ADP Transcreener TR-FRET | AID 504842 | 330,000 tested, 0.031% active; further: potency means the concentration at half of the fitted maximal effect; on the % scale 0 is the no-effect control and ±100 the full control effect; nearly all actives have a fitted effect of over 80% in size
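25 nM Mm-CPN + cpd, 10 min 37°C; + 10 uM ATP, 30 min 37°C; buffer 30 mM Tris pH 7.4, 100 mM KCl, 5 mM MgCl2, 1 mM DTT; Transcreener ADP HTRF detection 30 min RT.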
GLP1R cytotox = cytotoxicity counter-screen for GLP-1 receptor inverse agonists; HEK293 cAMP-luciferase reporter cells, luminescence, 24 h; Potency, µM (series often up to 38.3 µM), for the others: at the highest dose activity change, negative = inhibition, hits mostly inhibitors; 410,000 tested, 0.13% active; AID 624418;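 further: loss of luciferase light is scored as toxicity; potency means the concentration at half of the fitted maximal effect; on the % scale 0 is the no-effect control and ±100 the full control effect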
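1536-well qHTS counterscreen of the MLSMR; 200 cells/uL, 12 h pre-incubation, 23 nL cpd, 24 h at 37 deg C 5% CO2, luciferase detection reagent, 12 min RT, luminescence. Inhibition = undesired.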
Akt phos inh = Akt phosphorylation inhibition. Neuro2A IGF-stimulated pAkt S473 HTRF, 20 min; stronger effect = lower value. activity change, % for hits at 50 µM. AID 651550. 360,000 tested, 0.32% active; in the data active means activity change below about -80%; inconclusive means mostly about -51% to -80%; further: on the % scale 0 is the no-effect control and ±100 the full control effect
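Single-point screen (50 µM final compound) in Neuro2A cells stimulated 20 min with 6 nM IGF at 37 deg C. After lysis, Ser473-phosphorylated Akt read by HTRF (ex 330 nm, em 615/665 nm) as the 665/615 ratio.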
TDP-43 yeast inh = inhibitors of TDP-43 toxicity in yeast | TDP-43 expressing yeast growth rescue, BacTiter-Glo, 24 h | Potency, µM (doses to about 46.1 µM), for inactives: at the top dose growth rescue (activation), usual class: activators | 410,000 tested, 1.8% active; further: potency means the concentration at half of the fitted maximal effect; % of control where 0% means no effect; nearly all actives have a fitted effect of over 50% in size
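Growth rescue of TDP-43-toxic yeast measured as ATP luminescence (BacTiter-Glo). Cells grown to mid-log in raffinose, induced in galactose at OD600=0.02, exposed to compound 24 hr at 30 deg C.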
PTHR1 ag = agonists of human PTHR1 parathyroid hormone receptor; Q03431; HEK293 GP2 PTHR1 cells, GloSensor cAMP luminescence, 1 h; Potency, µM (highest dose often 115 µM), for inactives: at the top dose activation, usual class: activators; 410,000 tested, 0.075% active; further: potency means the concentration at half of the fitted maximal effect; nearly all actives have a fitted effect of over 55% in size; some results filed as inactive show a strong effect at the top dose; inactives centre near -15; many of its hits are not listed in these tables
Target sequence (Q03431 whole entry, looked up): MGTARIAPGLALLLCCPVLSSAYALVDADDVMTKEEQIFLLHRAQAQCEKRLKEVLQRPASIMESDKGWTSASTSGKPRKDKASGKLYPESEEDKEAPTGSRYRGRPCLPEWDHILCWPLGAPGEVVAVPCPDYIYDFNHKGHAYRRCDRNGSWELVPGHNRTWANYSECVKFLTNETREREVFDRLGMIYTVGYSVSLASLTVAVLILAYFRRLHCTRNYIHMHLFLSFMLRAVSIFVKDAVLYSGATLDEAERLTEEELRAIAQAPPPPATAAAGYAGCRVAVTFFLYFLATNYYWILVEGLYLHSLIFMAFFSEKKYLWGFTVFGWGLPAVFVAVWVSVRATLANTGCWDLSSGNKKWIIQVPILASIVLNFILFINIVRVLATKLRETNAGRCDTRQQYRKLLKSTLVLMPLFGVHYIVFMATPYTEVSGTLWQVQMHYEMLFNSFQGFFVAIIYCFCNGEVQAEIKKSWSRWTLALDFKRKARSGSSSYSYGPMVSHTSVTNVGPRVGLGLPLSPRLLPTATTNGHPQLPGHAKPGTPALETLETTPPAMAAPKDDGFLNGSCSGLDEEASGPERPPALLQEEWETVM
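HEK-293-derived GP2 cells expressing PTHR1 and a GloSensor cAMP reporter, 3,000/well, plated overnight, given luciferin plus IBMX (each 0.5 mM as added) for 1 h at 37 °C, then compound for 1 h at 37 °C. Luminescence was read after 15 min at room temperature.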
Numbers without * were called inactive; i = inactive; ? = inconclusive; . = not tested or not shown; [ ] = dose if it differs, or a comment. Unless noted, the call rests on the fitted dose curve; in most records, active means well fitted curve in the direction sought with a large enough effect; inconclusive means small, poorly fitted or top-dose-only effect, or another doubt; inactive means no such curve, though single readings can be large; an effect the other way counts as inactive or inconclusive. The list is partial, so the mix of outcomes need not match the whole.

cpd | Compound | FUS suppressor | aSyn yeast inh | GLP1R inv ag | Abeta rescue | MmCpn inh
1 | Cc1onc(-c2c(Cl)cccc2Cl)c1COC(=O)c1ccc(Cl)cc1 | -9% | 13% | ? | 13% | 1%
2 | C=CCNc1nnc(-c2ccncc2)s1 | -62%[inhibitor] | 7% | 12% | 8%[9.22 µM] | -4%
3 | CCN1CCN(c2nc(Nc3ccc(OC)cc3)nc(N)c2[N+](=O)[O-])CC1 | 1% | -7% | -3% | -9% | -10%
4 | CCN(CC)C(=O)CSc1nc2sc3c(c2c(=O)n1CCOC)CCC3 | 3% | 1% | 1% | 3% | -5%
5 | O=C(Nc1ccccc1N1CCCCC1)c1ccc(N2C(=O)c3ccccc3C2=O)cc1 | 5% | -1% | 10% | -3% | 0%
6 | CC(C)(CNC(=O)CO/N=C1/C=C2CCC3C(C(O)C[C@@]4(C)C3CC[C@]4(O)C(=O)CO)[C@@]2(C)CC1)C(O)C(=O)O (some centres not stated) | -3% | -1% | -15% | 9% | 0%
7 | O=C(O)c1ccc(/C=N/N2CCN(C3c4ccccc4-c4ccccc43)CC2)cc1 | -8% | 14% | 4% | 18% | 0%
8 | CCOC(=O)c1cccc(S(=O)(=O)N(CCO)Cc2cc3cc(OC)ccc3[nH]c2=O)c1 | 22% | 1% | 5% | 0% | 0%
9 | CN1C(=O)/C(=C/C=C2\SCCN2C)N(C)C1=S | 16% | 1% | 0% | 1% | -7%
10 | COc1ccc(-c2noc(CN(C(=O)c3ccc4c(c3)OCO4)C(C)C)n2)cc1 | 4% | 13% | ? | 14% | 0%
11 | CCN1C(=O)[C@@H]2[C@@H]3CN(S(=O)(=O)c4ccc(C)cc4)[C@@H](c4ccccc4)[C@@H]3C(=O)C[C@@H]2C1=O | 34% | -1% | 10% | 7% | .
12 | CN(C(=O)c1cccc(NC(=O)Cc2ccc(NC(=O)C3CCN(S(=O)(=O)c4cccc([N+](=O)[O-])c4)CC3)cc2)c1)C1CCC1 | ? | 2% | 4% | -5% | .
13 | Cc1cccc(C(C)C)c1NC(=O)CSc1ncnc2[nH]ncc12 | 11% | -9%[1.84 µM] | -17% | 8% | 1%
14 | CSc1ccc(-c2cccc([N+](=O)[O-])c2)nn1 | -16% | 2% | 34%[activator] | -9% | 3%
15 | O=C(O)C1C2C=CC3(CN(C/C=C/c4ccccc4)C(=O)C13)O2 (configuration not stated) | 15% | -1% | 0% | 2% | -1%

cpd | GLP1R cytotox | Akt phos inh | TDP-43 yeast inh | PTHR1 ag
1 | -3% | i | 8% | -16%
2 | 2% | i | 18% | -17%
3 | ? | i | -9% | i
4 | 2% | i | 4% | -5%
5 | 7% | i | 21% | -39%[inhibitor][57.5 µM]
6 | -4% | i | 13% | i
7 | 3% | i | 6% | -3%
8 | -3% | i | -28% | -18%
9 | -3% | i | 15% | -11%
10 | -18% | i | 26% | i
11 | 2% | i | 19% | -28%
12 | -1% | i | ? | i
13 | -12% | i | 14% | -19%
14 | -8% | i | 0% | -10%
15 | 6% | i | -12% | i

Later entries:
cpd | Compound | FUS suppressor | aSyn yeast inh | GLP1R inv ag | Abeta rescue | MmCpn inh
16 | Cn1c(=O)c2cc(NC(=O)NCc3ccc(F)cc3)ccc2n1C/C=C/c1ccccc1 | -5% | 0% | ? | -1% | .
17 | Cc1cccc(C(C)C)c1NC(=O)CN1C(=O)NC(Cc2ccccc2)C1=O (configuration not stated) | 10% | 3% | -3% | 8% | 1%
18 | Cc1cccc(NC(=O)N2CCCC(CNC(=O)c3ccccc3Cl)C2)c1C (configuration not stated) | 15% | 5% | 17% | 5% | 1%
19 | CCOC(=O)COn1c(=O)c(=O)n(OC)c2ccccc21 | 26% | 1% | 6% | 6% | 1%
20 | O=C(OCC(=O)N1CCCC1=O)c1ccc(F)c(S(=O)(=O)N2CCOCC2)c1 | 13% | 5% | 26% | -2% | 1%
21 | COc1ccc(S(=O)(=O)N(C)C)cc1NC(=O)CCNC(=O)c1ccccc1OC | -15% | 1% | 15% | 4% | -2%
22 | COc1cccc(C(=O)NCC2(c3ccccc3)CCCC2)c1OC | 11% | 4% | 7.1µM* | -2% | ?
23 | CCOC(=O)C1CCN(CCC(=O)Nc2ccc(Br)cc2)CC1 | 3% | 2% | ? | 21% | -1%
24 | Cc1ccc(Cn2cc(S(=O)(=O)c3cccc(Cl)c3)c(=O)c3cc(F)c(N4CCCCC4)cc32)cc1 | 1% | . | 5% | 4% | .
25 | O=C1CC(c2ccco2)CC(O)=C1C=NCCO (configuration not stated) | 0% | 1% | 2% | 5% | 0%
26 | Cc1nc(C)c(-c2ccc(SCc3ccccc3C)nn2)s1 | 40% | 1% | ? | -2% | -4%
27 | Cc1ccc(C(=O)N2CCN(c3ncccn3)CC2)cc1 | -35% | -1% | 14% | 3% | -3%
28 | FC(F)(F)c1ccccc1CN1CCN(C2CCCCCC2)CC1 | -20% | -4% | -24% | -15% | -1%
29 | Cc1nn(-c2ccc(F)cc2)c(-n2cccc2)c1C(=O)N1CCN(c2ccc(F)cc2)CC1 | 17% | 5% | ? | -11% | .
30 | O=C(COC(=O)c1n[nH]c2ccccc12)NCc1ccccc1 | 14% | 8% | 0% | -13% | -2%

cpd | GLP1R cytotox | Akt phos inh | TDP-43 yeast inh | PTHR1 ag
16 | -8% | i | 21% | i
17 | 11% | i | 2% | -5%
18 | 3% | i | 10% | -31%[inhibitor]
19 | 18% | i | -3% | -1%
20 | 5% | i | 7% | i
21 | -8% | i | 22% | -5%
22 | 3% | i | -17% | -20%
23 | 2% | i | 8% | i
24 | -24% | . | 26% | i
25 | -8% | i | 8% | i
26 | 3% | i | 16µM* | -50%[inhibitor]
27 | -4% | i | -1% | -18%
28 | -11% | i | -16% | -8%
29 | -4% | . | ? | -37%
30 | -2% | i | -2% | -54%[inhibitor][57.5 µM]

The listing continues:
cpd | Compound | FUS suppressor | aSyn yeast inh | GLP1R inv ag | Abeta rescue | MmCpn inh
31 | Cc1ccccc1N1CCN(CC(=O)NCc2ccc(Cl)cc2)CC1 | 5% | -2% | ? | 2% | -3%
32 | Cc1ccc(CSc2nc(N)cc(N)n2)cc1 | 9% | -12% | 45%[activator] | -3% | 2%
33 | CCCCCOC(=O)CSc1nnc(-c2ccccc2)c(=O)[nH]1 | -6% | 0% | 23% | 13% | 3%
34 | COc1ccc(S(=O)(=O)Nc2ccc(F)cc2)c(C)c1C | 20% | 27% | -5% | -9% | 2%
35 | O=C(NCc1ccncc1)c1ccc(S(=O)(=O)Nc2ccccc2)cc1 | -3% | 6% | -3% | 24% | -5%
36 | O=S(c1ccccc1)C(c1ccccc1)c1ccccc1 (configuration not stated) | -16% | 10% | ? | -3% | .
37 | O=c1nc(-c2ccccc2)n(-c2ccccc2)c2ncccc12 | -8% | -3% | -24% | -13% | -3%
38 | COc1ccc(C(=O)N2CC(=O)Nc3ccc(Br)cc3C2c2ccc(F)cc2)cc1OC (configuration not stated) | ? | . | -11% | -4% | .
39 | O=C(Nc1ccc(C(=O)N2CCOCC2)cc1)C1CC1 | -23% | -5% | 3% | -32%[inhibitor] | .
40 | O=C(N/N=C/C(Br)=C/c1ccccc1)c1n[nH]c2c1CCC2 | 38% | 8% | 0% | -16% | -1%
41 | Cc1ccc2nc(CSc3nnc(NC(=O)c4ccc(C(C)(C)C)cc4)s3)cc(=O)n2c1 | -15% | . | -4% | -2% | .
42 | O=C(Nc1ccc(N2CCCCC2)cc1)C(Cl)c1ccccc1 (configuration not stated) | 30% | 8% | -12% | 16% | 0%
43 | C=CCNS(=O)(=O)c1ccc(N2C(=O)c3ccccc3C2=O)cc1 | -3% | 2% | 12% | -8% | -2%
44 | O=C(NC(=O)c1ccccc1)Nc1ccccc1 | 5% | 0% | ? | -12% | 1%
45 | CN(c1nnc(NC(=O)Nc2ccccc2C(F)(F)F)s1)C1CCCCC1 | 1% | . | ? | 13% | .
46 | COc1ccc(NC(=O)CCn2cnnn2)cc1 | -22% | . | 5% | -3% | .

cpd | GLP1R cytotox | Akt phos inh | TDP-43 yeast inh | PTHR1 ag
31 | -3% | i | -2% | -6%
32 | 2% | i | 17% | -12%
33 | -14% | i | -13% | -6%
34 | -13% | i | ? | -11%
35 | -5% | i | 10% | -17%
36 | -2% | i | 7% | -3%
37 | -25% | i | -14% | -6%[57.5 µM]
38 | -20% | . | 16% | i
39 | 1% | i | -15% | -11%
40 | -25% | . | -14% | -36%[inhibitor][57.5 µM]
41 | -5% | . | 25% | -20%
42 | -1% | i | -1% | -75%[inhibitor]
43 | 1% | i | 8% | -31%[inhibitor]
44 | -1% | i | 21% | -23%
45 | 15% | . | 7%[9.22 µM] | i
46 | 2% | . | ? | i

Structures from the list above with a CF3 group, in the order listed:
cpd | Compound | FUS suppressor | aSyn yeast inh | GLP1R inv ag | Abeta rescue | MmCpn inh
28 | FC(F)(F)c1ccccc1CN1CCN(C2CCCCCC2)CC1 | -20% | -4% | -24% | -15% | -1%
45 | CN(c1nnc(NC(=O)Nc2ccccc2C(F)(F)F)s1)C1CCCCC1 | 1% | . | ? | 13% | .

cpd | GLP1R cytotox | Akt phos inh | TDP-43 yeast inh | PTHR1 ag
28 | -11% | i | -16% | -8%
45 | 15% | . | 7%[9.22 µM] | i
